# Bioassay records: PubChem BioAssay, several laboratories
# HEK293 NOD2/NF-kB = inhibition of NOD2-driven NF-kB reporter – cell-based, luminescence, uHTS, HEK293 (AID 1566) | HEK293 NOD2/NF-kB luciferase reporter, luminescence; higher % means a stronger effect | inhibition, % at 4 µM, or EC50 in µM where a hit was titrated | 290,000 compounds, 0.63% hits; note: many of its hits are not listed in these tables
# NOD1 NF-kB reporter = NOD1 signaling inhibitors, primary screen, cell-based, luminescence, uHTS (AID 1578); NOD1-driven NF-kB luciferase reporter cells, luminescence; higher % means a stronger effect; inhibition, % at 4 µM, or EC50 in µM where a hit was titrated; 290,000 compounds, 1% hits; in the data active = inhibition mostly above about 36%, no sharp cut-off; inactive = mostly below about 34%;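 note: HEK-293T reporter cells stimulated with the NOD1 agonist gamma-tri-DAP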
# KOR beta-arrestin-1 = KOR agonists, beta-arrestin recruitment, primary screen, cell-based, luminescence, uHTS (AID 1777); KOR beta-arrestin recruitment, luminescence; higher % means a stronger effect; one-dose activation, % at 10 µM; EC50 in µM for titrated hits; 280,000 compounds, 0.02% hits; in the data active = activation above about 50%, passing the limit was not always enough; note: a part of the inactive calls stands beside numbers as strong as those of hits
# GPR55 activation = GPR55 agonists via beta-arrestin recruitment, primary screen, imaging, U2OS cells, beta-arrestin-GFP redistribution (AID 1961) | U2OS GPR55 beta-arrestin-GFP redistribution imaging; higher % means a stronger effect | activation, % at 10 µM, or EC50 in µM where a hit was titrated | 290,000 compounds, 0.048% hits;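 active = activation above 40% with more than 50 cells counted in the well; inconclusive = wells holding fewer than 50 cells, flagged as toxic or sparse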;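 note: U2OS osteosarcoma cells stably expressing GPR55 and beta-arrestin-GFP; plate controls were DMSO negative control for no effect and LPI positive control for full effect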
# GPR55 LPI antagonism = GPR55 antagonists blocking LPI-driven arrestin recruitment, primary screen, imaging, U2OS, beta-arrestin-GFP, LPI agonist (AID 2013); inhibition, % at 10 µM, or IC50 in µM where a hit was titrated; U2OS GPR55 beta-arrestin-GFP translocation imaging, LPI antagonism; higher % means a stronger effect; 290,000 compounds, 0.13% hits;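 active = spots per cell inhibited over 60%, with over 100 cells counted and total cytoplasm intensity under 500,000; inconclusive = wells with under 100 cells, flagged as likely toxic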;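 note: U2OS cells stably carrying GPR55 and arrestin-GFP stimulated by 5 µM LPI near EC80; imaged beta-arrestin-GFP aggregate spots per cell after agonist stimulation; plate controls were LPI-stimulated DMSO wells for no effect and DMSO wells without LPI for full effect; some results filed as inactive read as strong as hits; confirmed hits need IC50 under 10 µM and bright autofluorescent wells are also inconclusive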
# T cell HTS = T cell immune modulators affecting CD8 T cell-vesicle binding; 2C CD8+ T cell-vesicle binding, flow cytometry; stronger effect = lower value; calls only at 7 µM; 330,000 compounds, 0.068% hits; AID 2052;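 active = response, share of CD8 T cells binding vesicles, and their 90th percentile fluorescence all below set limits, cut at about 80% in these data, passing the limit was not always enough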
#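 Material: murine 2C transgenic CD8+ T lymphocytes / Also added: QL9-peptide-loaded Drosophila micro-vesicles bearing Ld, ICAM-1 and B7-1 / Schedule: binding step 1.5 h, 37 °C, antibody labelling 20 min, ice / Signal: flow cytometry, PE anti-B7-1 (FL2) versus Alexa647 anti-CD8 (FL8), PFA-fixed / Evaluation: percent CD8+ FL2 mean versus row control / Benchmarks: naked versus QL9-loaded vesicles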
# KOR beta-arrestin-2 = KOR antagonists, beta-arrestin recruitment, cell-based, luminescence, uHTS (AID 1778) | KOR beta-arrestin recruitment, luminescence, antagonist mode; higher % means a stronger effect | one-dose inhibition, % at 10 µM; IC50 in µM for titrated hits | 290,000 compounds, 0.091% hits; note: strong numbers were not always called active
# NTR1 agonist = NTR1-driven beta-arrestin-GFP spot formation – imaging, U2OS cells, high content, primary screen (AID 493036) | activation, % at 20 µM | agonist mode | P30989 | 330,000 compounds, 0.17% hits;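 active = activation at or above 40% of the spot to cytoplasm intensity ratio, with at least 20 cells analyzed; inconclusive = wells under 20 cells, flagged as cytotoxic or low count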;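 note: 0% = DMSO without peptide and 100% = 100 nM NTR1 peptide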
# Target sequence (P30989 whole entry, looked up): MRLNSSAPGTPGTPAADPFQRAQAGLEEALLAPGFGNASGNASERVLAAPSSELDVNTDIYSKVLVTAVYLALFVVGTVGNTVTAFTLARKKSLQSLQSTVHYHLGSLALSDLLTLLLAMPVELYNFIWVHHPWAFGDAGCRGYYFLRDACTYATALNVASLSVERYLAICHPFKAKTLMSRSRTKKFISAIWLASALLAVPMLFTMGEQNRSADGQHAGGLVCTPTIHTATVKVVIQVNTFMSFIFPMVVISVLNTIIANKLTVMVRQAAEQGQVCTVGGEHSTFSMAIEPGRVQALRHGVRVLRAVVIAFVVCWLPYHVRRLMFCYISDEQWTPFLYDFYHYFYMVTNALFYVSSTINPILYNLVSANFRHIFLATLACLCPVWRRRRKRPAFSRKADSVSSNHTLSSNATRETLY
# Myeloid diff MLP = compounds promoting myeloid differentiation; ER-HoxA9 myeloid progenitors, lysozyme-GFP differentiation, flow cytometry; calls only at 10 µM; 360,000 compounds, 1% hits;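 active = normalized GFP-positive differentiation at or above the plate's own cutoff, the solvent-only control mean plus 3 SD; inconclusive = no clear call, values can overlap the other calls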;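 note: cells exposed to compound for four days before flow analysis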
# T cell HTS vesicle-bound % = also measured in T cell HTS; calls as there; double positive events, %; measured here: CD8+ vesicle-bound cell fraction;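 binding gate set so that unloaded-vesicle control wells show 10% double positive cells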
# NTR1 agonist cell count 20 µM = further read-out of NTR1 agonist, marked with its call; cell count; measured here: cell count, cytotoxicity flag
# Myeloid diff MLP GFP+ MAC1+ % = also measured in Myeloid diff MLP; calls as there; GFP+ MAC1+ double positive, %; measured here: differentiation confirmed by MAC1 staining
# The depositor's hits bear a star; i = inactive; u = inconclusive; x = not tested or not shown; [ ] = dose if it differs, or a comment. Cut-off read from the data, not from the text of the source, unless noted: active = inhibition above about 50%; inactive = the rest.
SMILES,HEK293 NOD2/NF-kB,NOD1 NF-kB reporter,KOR beta-arrestin-1,GPR55 activation,GPR55 LPI antagonism,T cell HTS,T cell HTS vesicle-bound %,KOR beta-arrestin-2,NTR1 agonist,NTR1 agonist cell count 20 µM,Myeloid diff MLP,Myeloid diff MLP GFP+ MAC1+ %
O=C(O)c1ccc(N=NNc2cccc([N+](=O)[O-])c2)cc1,-86%,-51%,-4.6%,-0.2%,12%,i,47,28%,0.0,85,i,0.3
CCCCCCCC(=O)NNC(=O)c1ccc(F)cc1,22%,8%,4.1%,0.3%,-5%,i,37,-5%,0.3,48,i,11
CCOC(=O)c1cc2c(=O)n3ccccc3nc2n(CCOC)c1=NC(=O)c1ccncc1,7%,x,0.7%,-0.1%,-2%,i,29,-27%,-0.4,90,i,0.9
O=C(N/N=C/c1c(O)ccc2ccccc12)c1ccc[n+](CCO)c1,-24%,-20%,-3.9%,-0.7%,5%,i,59,9%,-1.7,96,i,0.3
COc1ccc(/C=N/NC(=O)c2cccc(Br)c2)cc1COc1ccccn1,1%,-8%,1.7%,-0.2%,-16%,i,19,-31%,0.3,57,i,0.7
CN(C(=O)COC(=O)c1cc([N+](=O)[O-])ccc1Sc1ccccc1)C1CCS(=O)(=O)C1 (configuration not stated),8%,-25%,-1.4%,-0.4%,7%,i,39,-10%,-1.0,35,i,0.4
Cc1ccc(C)c(NC(=O)CCCCCN2C(=O)[C@@H]3Cc4ccccc4CN3C2=O)c1,4%,25%,5.5%,-0.1%,-24%,i,32,-10%,1.3,53,i,0.3
NC(=O)C1=C[C@@H](c2ccccc2)C[C@@H](OCc2ccc(CO)cc2)O1,2%,-9%,1.1%,-0.2%,2%,i,25,15%,11,87,i,0.6
CC(=O)c1cccc(OCCN2C(=O)NC(C)(C)C2=O)c1,-17%,18%,7.9%,-0.1%,1%,i,13,-56%,1.6,58,i,0.5
C=CCNc1nc2c(c(=O)[nH]c(=O)n2C)n1CCOc1ccccc1,17%,-14%,1.8%,0.6%,0%,i,34,-37%[20 µM],2.7,61,i,0.4
NC(=Nc1ccc(Br)cc1)c1ccccc1,-7%,-22%,1.3%,-0.2%,2%,i,55,-54%[20 µM],1.7,41,i,0.7
CCOC(=O)CSc1nnc2c3ccccc3n(CC)c2n1,7%,-24%,-3.7%,-0.1%,7%,i,60,-29%[20 µM],-1.4,57,i,0.2
Cc1sc2ncn(CC(=O)N3CCN(c4ccccn4)CC3)c(=O)c2c1S(=O)(=O)N1CCCCC1,5%,-23%,4.6%,-0.2%,7%,i,30,-14%,0.3,45,i,2.7
CC(C)(C)NC(=O)C(c1cccs1)N(C(=O)C(=O)NC1CCCC1)c1ccccc1F (configuration not stated),-10%,-34%,-2.2%,0.3%,-1%,i,29,-8%,2.2,54,i,0.7
Cc1cc(C)cc(NC(=O)Nc2c(Br)cnn2C)c1,13%,-2%,-1.8%,0.6%,-2%,i,44,5%,-1.3,52,i,0.9
Cc1ccccc1NC(=O)C1CCN(S(=O)(=O)c2ccc3c(c2)NC(=O)C(C)S3)CC1 (configuration not stated),13%,-11%,-3.6%,-0.2%,0%,i,17,15%,-0.2,61,i,0.6
O=C(Nc1ccccc1)[C@@H]1[C@@H]2C(=O)N(c3ccc(F)cc3)C(=O)[C@@H]2[C@H]2C=CC=NN21,-2%,-5%,11%,-0.1%,9%,i,43,-15%,-0.4,53,i,0.4
Cc1nnc(NC2=NCCC2)o1,-3%,2%,-4.5%,-0.1%,12%,i,31,2%,-3.4,99,i,1.2
C=CCc1cc(C)ccc1OCCOCCC(C(=O)OCC)C(=O)OCC,-4%,24%,4.5%,0.2%,10%,i,18,18%,4.0,44,i,0.2
CCOc1ccccc1N(C)C(=O)c1ccc2c(=O)n3c(nc2c1)CCCCC3,1%,-11%,-1.5%,-0.1%,8%,i,9,-57%,-0.4,59,i,3.6
O=C(Cn1nnc(-c2ccc(CN3CCOCC3)cc2)n1)NC1CCCCC1,13%,-3%,-1.9%,-0.1%,-3%,i,25,-5%,3.7,84,i,1.5
CCC(=O)Nc1nnc(SCC(=O)Nc2ccc3c(c2)OCCO3)s1,-2%,6%,-7.7%,0.0%,-14%,i,9,47%,-0.4,50,u,x
CCNC(=S)N/N=C/c1cc(C)ccc1C,17%,-6%,-0.5%,-0.1%,-1%,i,48,29%,2.5,59,i,0.5
COc1ccc(CN(Cc2ccncc2)C(=O)CCC(=O)O)cc1,-5%,-12%,2.6%,-0.2%,4%,i,23,-4%,-1.7,83,i,5.5
CCOC(=O)Cc1csc(NC(=O)CSc2nnc3ccccn23)n1,22%,-22%,-8.3%,1.0%,10%,i,55,3%,-0.7,92,i,0.0
COc1ccc(OCCNC(=O)Nc2cc(F)c(F)cc2Cl)cc1,29%,19%,-11%,0.5%,4%,i,7,-45%,-0.6,81,i,0.2
COc1ccc(S(=O)(=O)NC(N)=NCCc2ccccc2)cc1,28%,16%,-7.7%,-0.3%,1%,i,53,10%,-0.1,86,i,0.3
CCOC(=O)c1ccccc1NC(=O)CN1C(=O)CCS(=O)(=O)c2ccccc21,14%,-20%,-1.3%,-0.1%,-14%,x,x,32%,x,x,i,1.8
Cn1c(=O)c2c(ncn2CC(=O)Nc2cc(Cl)c(Cl)cc2Cl)n(C)c1=O,18%,-16%,x,-0.2%,16%,x,x,x,x,x,x,x
COc1ccc2[nH]c(C(=O)NCCN3CCOCC3)cc2c1,11%,5%,3.6%,0.1%,0%,i,42,0%,-0.5,30,i,0.5
Cc1ccc(OCc2ccc(-c3ccccc3)cc2)c([N+](=O)[O-])n1,14%,-13%,-2.3%,-0.2%,-5%,i,26,5%,11,51,i,0.5
Cc1ccc(NC(=O)COC(=O)CNC(=O)c2ccco2)cc1,-3%,-39%,-0.3%,0.1%,2%,i,37,-19%,-0.8,59,i,0.4
CCC(C)NC(=O)CS(=O)Cc1nc(-c2cccc(OC)c2)oc1C (configuration not stated),14%,-10%,2.8%,0.4%,7%,i,24,-2%,-0.9,98,i,1.4
COc1ccc(O)c(C(=O)c2cnn(C(=O)c3cccc(S(=O)(=O)N4CCOCC4)c3)c2)c1,-7%,22%,-0.8%,0.0%,11%,i,26,23%,2.2,69,i,0.9
CNCCCOc1ccc(Cl)cc1C(C)(C)C,3%,-19%,0.0%,-0.1%,-6%,i,16,-23%[20 µM],3.3,105,i,0.4
Cc1nc(CSc2nnc(C)s2)cs1,5%,-24%,3.1%,-0.1%,-4%,i,56,15%,14,62,i,0.8
CSc1ccc(NC(=O)N2CCC(C(=O)c3ccc(F)cc3)CC2)cc1,12%,-17%,1.6%,0.2%,-5%,i,42,-24%,0.4,41,i,5.1
CCN1CCc2c(C#N)c(NCc3ccccc3)nc(NCCO)c2C1,23%,9%,-4.0%,-0.2%,9%,i,21,1%,-1.5,93,i,0.6
O=C1OCC(Cn2c3ccccc3c3ccccc32)O1 (configuration not stated),4%,-9%,-3.9%,0.5%,3%,i,39,13%,-2.5,75,i,0.9
COc1cc2c(cc1OC)C(C)N(C(=O)CCNC(=O)c1ccccc1)CC2 (configuration not stated),-1%,-31%,10%,-0.1%,-9%,i,60,-35%,-0.2,55,i,0.0
CCCCN(CCCNC(=O)CN1C(=O)COc2ccccc21)c1ccccc1,-4%,17%,0.2%,-0.1%,4%,i,29,-24%,2.3,40,i,0.5
COc1cc(/C=C2\SC(N3CCc4ccccc4C3)=NC2=O)cc(OC)c1OC,12%,26%,-3.1%,0.7%,-9%,i,56,-4%,6.0,59,i,0.6
COc1ccc(S(=O)(=O)N2C3CCC2CC(NC(=O)C2CC2)C3)cc1 (configuration not stated),14%,23%,-1.3%,0.2%,-1%,i,56,-6%,1.3,69,i,3.3
COc1ccc(Nc2nc3c(C)cccc3cc2C#N)c(OC)c1,8%,-45%,8.2%,0.0%,1%,i,35,18%,19,54,i,0.6
COc1ccc(OC)c(NC(=O)CS(=O)(=O)Cc2nc(-c3ccccc3C)oc2C)c1,4%,4%,-3.6%,0.1%,5%,i,26,-42%,10,58,i,2.8
CC(=O)N1CCC2(CC1)CC(=O)c1cc(OCC(=O)N3CCOCC3)ccc1O2,15%,-1%,-4.0%,-0.3%,9%,i,6,4%,-0.9,72,i,0.5
C=CCNc1nc(-c2ccccc2)nc(-n2ccnc2)n1,12%,-7%,1.8%,0.3%,14%,i,20,-10%,7.0,85,i,0.4
CC1CN(C(=O)/C(C#N)=C2\N=C(NC(=O)c3ccccc3Cl)c3ccccc32)CC(C)O1 (configuration not stated),2%,-2%,1.3%,-0.2%,10%,x,x,-36%,x,x,x,x
O=C1C=C(Nc2ccccc2C(=O)O)c2ccccc2C1=O,0%,-10%,3.9%,-0.1%,-6%,i,33,24%,-1.3,51,i,0.3
Cc1ccc(Cn2ccnc2C(=O)Nc2ccccc2)cc1,-77%,-51%,1.0%,-0.2%,-4%,i,50,9%,-0.7,113,i,0.4
CCOC(=O)c1sc(NC(=O)Cc2c(F)cccc2Cl)nc1C,-9%,-19%,-4.0%,0.1%,2%,i,62,-22%,1.1,42,i,0.1
COc1ccc(S(=O)(=O)Nc2c(C)n(C)n(-c3ccccc3)c2=O)cc1C(=O)O,7%,-22%,-2.0%,-0.2%,10%,i,55,-5%,0.3,45,i,0.4
CCc1cc(=O)oc2c(CN3CCCC3)c(O)c(Cl)cc12,-11%,-11%,1.5%,-0.1%,8%,i,46,-16%,-2.6,98,i,0.8
S=c1[nH]ncn1/N=C/c1cccs1,9%,2%,-1.5%,-0.1%,6%,i,31,8%,1.4,58,i,0.5
CCCNc1nc2ccccc2n2c(C)nnc12,-24%,-9%,-3.1%,0.8%,-5%,i,41,38%,-1.6,86,i,0.6

# A portion of the library. The share of hits here may be higher or lower than overall.
